Screening data: PubChem, Broad Institute
S100A4 MyoIIA: inhibitors of human S100A4 binding to myosin IIA peptide; P26447; S100A4/TAMRA-MyoIIA peptide fluorescence polarization; inhibition, % at 10.7 µM; hit rate 0.14% among 360,000;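 active = mean inhibition of at least 70% across replicates, with every replicate also reaching that level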
Target sequence (P26447 whole entry, looked up): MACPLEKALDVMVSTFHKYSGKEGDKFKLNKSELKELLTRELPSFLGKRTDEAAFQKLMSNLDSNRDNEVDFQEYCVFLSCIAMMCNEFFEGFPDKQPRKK
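System – human S100A4 monomer protein, biochemical binding assay · Buffer or medium – Calcium-containing HEPES buffer, pH 7.2 · Timing – 5 min between mix addition and reading · Also added – TAMRA-labelled myosin IIA heavy-chain peptide probe, 5 nM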
RAD54 inh: RAD54 (human) branch migration inhibition. inhibition, % at 10.4 µM. RAD54 Holliday junction branch migration, FAM/BHQ fluorescence. Q92698. AID 602329. hit rate 0.14% among 360,000;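 active = mean normalized replicate activity at least 40 and at least half of replicates scoring 40 or more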;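 note: 0% = median of neutral control wells and 100% = median of positive control wells; inhibitors cause a drop in the FAM fluorescence signal; in these data hits start at about 50%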
Target sequence (Q92698 whole entry, looked up): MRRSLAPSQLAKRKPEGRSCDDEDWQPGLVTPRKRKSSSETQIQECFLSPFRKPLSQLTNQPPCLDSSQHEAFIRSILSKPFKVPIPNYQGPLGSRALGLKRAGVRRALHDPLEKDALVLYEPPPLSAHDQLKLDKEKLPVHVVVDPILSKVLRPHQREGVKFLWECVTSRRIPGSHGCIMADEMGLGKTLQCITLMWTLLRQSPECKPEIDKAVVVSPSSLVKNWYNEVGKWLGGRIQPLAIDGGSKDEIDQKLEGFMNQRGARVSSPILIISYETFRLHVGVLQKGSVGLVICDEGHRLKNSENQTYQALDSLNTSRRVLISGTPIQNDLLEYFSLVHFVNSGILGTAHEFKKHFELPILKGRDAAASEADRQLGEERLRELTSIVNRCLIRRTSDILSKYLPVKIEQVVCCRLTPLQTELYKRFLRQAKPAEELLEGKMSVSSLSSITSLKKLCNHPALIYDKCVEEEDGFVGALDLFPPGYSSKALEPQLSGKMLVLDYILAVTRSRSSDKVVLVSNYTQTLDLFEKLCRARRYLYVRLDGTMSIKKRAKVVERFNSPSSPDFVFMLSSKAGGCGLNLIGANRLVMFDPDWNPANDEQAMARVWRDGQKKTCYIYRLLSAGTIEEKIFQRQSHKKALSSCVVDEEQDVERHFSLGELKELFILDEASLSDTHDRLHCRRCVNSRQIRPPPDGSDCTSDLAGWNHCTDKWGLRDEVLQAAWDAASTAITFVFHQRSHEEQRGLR
EWS-Fli block: blocks EWS/Fli oncoprotein-driven transcription; A673 NR0B1-luciferase reporter, viability-normalised; inhibition, % at 12.6 µM; hit rate 0.67% among 350,000; AID 651661;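 active = mean inhibition of at least 50% after viability correction, with every replicate also passing that limit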;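 note: firefly luciferase signal divided by Alamar Blue viability fluorescence both relative to DMSO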
esBAF inh: SWI/SNF esBAF complex inhibition; mouse ES cells, Bmi1-luciferase knock-in reporter, 24 h; 100% = twice the neutral-well signal; reporter increase, % at 12.5 µM; hit rate 2% among 350,000; AID 602393; in the data active = activation above about 40%;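 note: 0% = median of the plate's neutral control wells and 100% = double that signal; a rise in the Bmi1 reporter signal indicates esBAF inhibition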
E-selectin induc: induces E-selectin expression in human endothelial cells. HUVEC E-selectin immunofluorescence imaging; normalized: neutral wells 0, TNF-alpha wells 100. AID 686992. hit rate 0.37% among 260,000. activation, % at 7.58 µM;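 active = mean E-selectin-positive cell signal at least 10% of the positive control, reached in at least 60% of replicates, without over 20% cell loss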;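 note: in these data hits start at about 27%; measured in HUVEC primary endothelial cells; signal is the percent of cells scored E-selectin positive by PE staining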
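Read-out: % PE-positive cells | Test system: HUVEC | Doses: One compound dose added by pin transfer | Buffer or medium: EGM-2 over gelatin coat | Signal: Immunofluorescence imaging | Benchmarks: TNF-alpha, DMSO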
XiGFP reactiv: reactivates the inactive X chromosome in mouse fibroblasts | XiGFP mouse fibroblasts, % GFP-positive cells imaging, 3 d; cells co-treated with 5-aza-dC sensitizer; scaled so ellipticine positive control = 100% | activation, % at 7.58 µM | hit rate 0.055% among 360,000;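 active = mean normalized replicate activation at least 10% and every replicate at or above 10%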;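 note: 0% = median of on-plate neutral control wells and 100% = ellipticine 6 µM median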
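Material: XiGFP fibroblasts, SV40-immortalized; Buffer or medium: DMEM containing 5-aza-dC; Compound dosing: single point; Times: 3 days compound exposure.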
RAD52 inh: blocks human RAD52 DNA annealing; P43351; hit rate 0.46% among 360,000; recombinant RAD52 DNA annealing, FRET fluorescence; inhibition, % at 18.7 µM;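 active = every replicate showing at least 50% inhibition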
FN deposition inh: fibronectin deposition inhibition; AH1F fibroblasts, Alexa488-fibronectin deposition fluorescence, overnight; inhibition, % at 12.6 µM; hit rate 0.086% among 350,000; AID 743247;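 active = mean inhibition across replicates of 30% or more, regardless of how many single replicates reach that level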;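 note: positive control wells lacked labelled fibronectin entirely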
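Assay system: AH1F fibroblasts / Quantity: 10000 cells per well / Medium: DMEM plus 2% serum, read in PBS / Reagent: labelled fibronectin 24 nM / Dosing: single dose, pinned / Times: 1 h cell attachment, overnight exposure to compound and label / Signal: fluorescence, ex 485 nm, em 525 nm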
An asterisk follows results filed as active; . = no result given; & = joins results of further samples. Rows are unselected. About 3% of those tested had a hit in this group.

SMILES	S100A4 MyoIIA	RAD54 inh	EWS-Fli block	esBAF inh	E-selectin induc	XiGFP reactiv	RAD52 inh	FN deposition inh
Cc1cc(NC(=O)CCC(=O)N(Cc2ccccc2)C(C(=O)NC2CCCC2)c2ccc(C)o2)no1 (stereo not given)	-3	2	5	3	0.7	0.2	-17	-1
O=C(CSc1ccc2ccccc2n1)Nc1ccc(N2CCOCC2)cc1	8	.	-19	.	.	0.0	-28	-4
CC1=NN(c2ccc(C(=O)O)c(N)c2)C(=O)C1	29	.	5	.	.	0.0	-10	-13
C[C@H]1CN(S(=O)C(C)(C)C)[C@@H](CCO)/C1=C\CCO (stereo not given in full)	-3	5	0	4	.	0.2	-2	1
O=C(NCCc1ccccc1Cl)[C@@H]1CCCN1C(=O)[C@@H](NC(=O)N1CCOCC1)C1CCCCC1	-4	.	-8	.	0.0	0.7	-10	-1
COc1cc(CN2CCCC(C)C2)ccc1OCc1ccccc1 (stereo not given)	-2	-6	-19	12	-0.2	-0.1	-12	3
CCCN1C[C@H](C)[C@@H](OC)CN(C)C(=O)c2cc(NC(=O)c3cccc(OC)c3)ccc2OC[C@@H]1C	.	.	-2	6	9.1	0.2	.	2
O=C(O)C1=C[C@H](c2coc3ccccc3c2=O)C[C@H](OCc2ccc(CO)cc2)O1	-18&-1	-10&4	-7&-10	1	1.1	0.1	-13&-10	1
Cc1cc(C)c(OCC(=O)Nc2nc3ccccc3[nH]2)c(C)c1	1	.	-6	.	2.5	0.1	-19	-6
NS(=O)(=O)c1ccc(CCNC(=O)CSCc2ccccc2)cc1	2	.	-8	.	14	0.2	2	16
Cc1cccc(OCC(=O)Nc2ccc3c4c(cccc24)CC3)c1C	2	.	1	.	.	0.1	-4	15
COc1cccc(C(=O)NC2CCCC2)c1	-6	-5	-17	19	.	0.3	-11	.
C/C(CC(=O)NCCCN1CCOCC1)=N\NC(=O)COc1ccc(C)cc1	1	.	3	.	0.1	0.2	-23	-4
COc1ccc(NC(=O)N(C)C[C@@H]2OCc3ccccc3-c3ccccc3C(=O)N([C@@H](C)CO)C[C@H]2C)cc1	4	-1	-3	5	-0.1	-0.1	12	5
CCOC(=O)C1=C(C)NC(C)=C(C(=O)OC)C1c1ccco1 (stereo not given)	0	.	0	.	6.8	0.0	8	4
C[C@@H]1CN([C@H](C)CO)C(=O)c2cccc(NC(=O)NC3CCCCC3)c2O[C@@H]1CN(C)Cc1ccc(C(F)(F)F)cc1	-2	2	-1	1	0.0	0.2	8	-7
O=C(/C=C/[C@H]1O[C@@H](n2cnc3c(NC(=O)c4ccccc4)ncnc32)[C@H](O)[C@@H]1O)N[C@@H](CO)Cc1c[nH]c2ccccc12	-1	-4	-3	2	0.1	0.0	-18	0
CNC(=O)C[C@@H]1CC[C@H]2[C@@H](COC[C@@H](O)CN2C(=O)c2ccc3c(c2)OCO3)O1	-4	1	.	6	-0.1	0.4	3	4
C[C@@H]1CCCCO[C@H](CN(C)C(=O)Nc2ccc3c(c2)OCO3)[C@@H](C)CN([C@H](C)CO)C(=O)c2cc(NC(=O)C3CCCCC3)ccc2O1	2	5	-16	3	0.1	0.1	-2	.
Cc1ccc(C)c(NC(=O)c2ccccn2)c1	17	.	-40	19	.	.	0	.
CC(C)CNS(=O)(=O)c1cc(C(=O)OCC(=O)N(C)C2CCS(=O)(=O)C2)c(Cl)cc1Cl (stereo not given)	4	0	-39	-9	-0.1	0.1	-14	5
Cc1ccccc1-n1nnnc1SCC(=O)N(C)C1CCS(=O)(=O)C1 (stereo not given)	0	2	-51	0	3.5	0.3	-5	-1
C[C@@H]1CN([C@H](C)CO)C(=O)c2cccc(NC(=O)Nc3ccc(F)cc3)c2O[C@H]1CN(C)S(C)(=O)=O	.	3	-9	-1	.	-0.5	.	.
CC(=O)N1CCCCN2[C@@H](CO)[C@H](c3ccc(-c4cccc(C)c4)cc3)[C@@H]2C1	-12	3	-2	.	0.0	0.2	-9	.
COCCCNc1nc(N)c([N+](=O)[O-])c(N2CCCCCC2)n1	2	-11	12	-4	-0.1	0.0	-19	7
More entries.
SMILES	S100A4 MyoIIA	RAD54 inh	EWS-Fli block	esBAF inh	E-selectin induc	XiGFP reactiv	RAD52 inh	FN deposition inh
N[C@@H]1CC[C@@H](CCn2cc(C3(O)CCCC3)nn2)O[C@H]1CO	-28	4	.	4	0.0	0.9	-5	-18
CNC(=O)COc1coc(CN2CCN(Cc3ccccc3)CC2)cc1=O	2	-5	.	3	.	0.1	-4	8
COc1cc(/C=C/C(=O)NCCc2ccc(S(N)(=O)=O)cc2)ccc1OCC#N	-3	.	-1	.	11	0.0	-15	0
O=C(Nc1ccccc1Cl)c1ccc(-n2cccn2)c([N+](=O)[O-])c1	5	.	-27	.	.	0.0	-8	5
O=C(Nc1ccc2c(c1)OCCO2)C1CC(c2ccc(F)cc2)=NO1 (stereo not given)	-6	8	-10	-4	0.0	0.2	-14	2
COc1ccc(/C=N/Nc2ccc([N+](=O)[O-])cc2)cc1O	2	1	9	81*	-0.1	0.5	-4	-1
CC(=O)Nc1ccc(S(=O)(=O)N2CCN=C2SCc2ccccc2C)cc1	-4	-3	10	-1	0.3	0.0	-3	1
COc1cc(/C=N/NC(=O)Cn2cnc3ccccc3c2=O)ccc1O	4	.	-6	.	1.0	0.1	-5	-4
CCOc1nc(NCCO)nc(Nc2ccccc2F)n1	-4	.	-6	.	.	0.2	-10	15
O=C(C[C@H]1C[C@H]2c3cc(NC(=O)C4CCOCC4)ccc3O[C@H]2[C@H](CO)O1)NCc1cccnc1	1	5	0	1	0.2	0.1	-6	-10
Cc1cc(C)c2sc(NC(=O)C3=COCCO3)nc2c1	0	0	.	24	0.4	0.0	-7	.
CC(C)NC(=O)Nc1ccc2c(c1)CC(=O)N([C@@H](C)CO)C[C@H](C)[C@H](CN(C)Cc1ccccc1)O2	13	16	-7	3	0.1	0.0	0	.
Cc1ccc(-c2ccc([C@@H]3[C@@H](CO)N4CCCCN(C(=O)Nc5ccccc5)C[C@@H]34)cc2)cc1	13	-6	2	.	-0.8	0.2	-11	.
C[C@@H]1CN([C@@H](C)CO)C(=O)c2cccc(NS(=O)(=O)c3cccs3)c2O[C@@H]1CN(C)C(=O)Nc1ccc(F)cc1	-21	-8	-7	-3	0.3	0.1	-10	2
O=C(CCCCCNC(=O)N1CCn2c1nc1ccccc12)NCc1ccccc1	-1	-6	3	-5	.	0.0	-3	0
Cc1ccc(N/C=C/c2onc(C)c2[N+](=O)[O-])cc1	-10	-4	-15	-10	.	0.0	-19	-10
Oc1cc(NCc2cccnc2)ccc1-c1nc2ccccc2o1	.	12	.	78*	1.1	.	.	6
COc1ccc(C(=O)NCCNc2nc3ccc(C)cc3cc2C#N)cc1	-7	-12	8	3	1.3	-0.1	-27	1
O=C(C[C@@H]1C[C@H]2c3cc(NS(=O)(=O)c4ccc(F)cc4)ccc3O[C@H]2[C@@H](CO)O1)NCc1cccnc1	.	.	4	-1	1.8	0.0	.	-1
CC(=O)Nc1ccc(C2CC(c3ccc(Cl)cc3)=NN2c2ccccc2)cc1 (stereo not given)	3	-1	-18	31	0.7	0.0	-20	1
CC(=O)Oc1ccc(C(=O)[C@H]2[C@H]3C(=O)N(c4ccc(C)cc4C)C(=O)[C@H]3[C@@H]3C=CC=NN32)cc1	-15	.	5	.	-1.6	0.4	-21	-5
CCCN1CCN(C(=O)CS(=O)(=O)Cc2nc(-c3cccc(OC)c3)oc2C)CC1	5	4	-11	4	.	0.4	-11	-4
CNc1nc(C)c(C(=O)OCC(=O)OC)s1	.	-21	.	8	-0.1	.	.	-4
O=C(O)C(=O)/C(=C\c1cccc(Cl)c1)c1ccc2ccccc2n1	-36	-10	-28	78*	3.3	-0.2	-188	8
COc1ccc(/[N+]([O-])=C/c2ccco2)cc1	52	6	-94	55*	-0.7	0.1	-17	-13

Reprinted at random: 5 records from the list
SMILES	S100A4 MyoIIA	RAD54 inh	EWS-Fli block	esBAF inh	E-selectin induc	XiGFP reactiv	RAD52 inh	FN deposition inh
O=C(C[C@H]1C[C@H]2c3cc(NC(=O)C4CCOCC4)ccc3O[C@H]2[C@H](CO)O1)NCc1cccnc1	1	5	0	1	0.2	0.1	-6	-10
Cc1ccc(-c2ccc([C@@H]3[C@@H](CO)N4CCCCN(C(=O)Nc5ccccc5)C[C@@H]34)cc2)cc1	13	-6	2	.	-0.8	0.2	-11	.
COc1cc(/C=N/NC(=O)Cn2cnc3ccccc3c2=O)ccc1O	4	.	-6	.	1.0	0.1	-5	-4
O=C(C[C@@H]1C[C@H]2c3cc(NS(=O)(=O)c4ccc(F)cc4)ccc3O[C@H]2[C@@H](CO)O1)NCc1cccnc1	.	.	4	-1	1.8	0.0	.	-1
CNc1nc(C)c(C(=O)OCC(=O)OC)s1	.	-21	.	8	-0.1	.	.	-4

The list continues:
SMILES	S100A4 MyoIIA	RAD54 inh	EWS-Fli block	esBAF inh	E-selectin induc	XiGFP reactiv	RAD52 inh	FN deposition inh
CCCCOc1cccc(C2C(C(=O)c3cccs3)=C(O)C(=O)N2Cc2cccnc2)c1 (stereo not given)	1	.	-8	.	0.0	0.2	-3	-5
Cc1nnc(NC(=O)CN2CC(C)OC(C)C2)s1 (stereo not given)	-5	-4	9	0	.	0.0	-1	11
C[C@H](CO)N1C[C@H](C)[C@H](CN(C)Cc2ccc(C(F)(F)F)cc2)Oc2c(NS(=O)(=O)c3ccc(F)cc3)cccc2C1=O	-1	-5	7	-8	-0.2	-0.2	-15	.
C[C@@H]1CN([C@H](C)CO)C(=O)c2cc(NC(=O)CCCCCC(=O)Nc3ccccc3N)ccc2O[C@H]1CN(C)Cc1ccncc1	9	.	3	.	.	0.8	-1	.
Cc1cc(S(=O)(=O)c2ccc([N+](=O)[O-])cn2)ccc1Br	-3	.	36	.	2.6	0.4	17	6
COc1ccc(CN2CCNC(=O)C2CC(=O)N(C)CCc2cnn(C)c2)c(F)c1 (stereo not given)	5	10	.	5	.	0.2	-16	-1
CO[C@@H]1CN(C)C(=O)c2cc(NC(=O)Nc3c(C)noc3C)ccc2OC[C@@H](C)N(CCC(F)(F)F)C[C@H]1C	-11	-9	-3	0	0.3	0.5	-11	-4
CCCCNC(=O)[C@@H]1CSC2c3ccccc3C(=O)N21 (stereo not given in full)	2	-7	10	1	0.0	0.3	-2	1
CCCN1C[C@H](CSC)C[C@@H]2c3cccc4[nH]cc(c34)C[C@H]21	9&-23	9	11	-10	-0.3	-0.1	1	2
Cc1cccc(NC(=S)N(CCCN2CCOCC2)C(C)c2cc3ccccc3o2)c1C (stereo not given)	-2	6	-1	-8	2.1	0.0	-2	-5
CC(NCC(=O)Nc1ccccc1C(=O)NC1CC1)c1ccc(S(N)(=O)=O)cc1 (stereo not given)	1	1	-9	-6	-0.1	0.6	-1	4
COc1ccccc1NS(=O)(=O)c1cccc2cccnc12	-1	-2	-38	4	.	-0.1	-14	-3
CC1(C(=O)NS(=O)(=O)c2cccc(F)c2)CCN1C(=O)Cc1cccc2ccccc12 (stereo not given)	14	-4	-9	1	0.1	0.0	-10	.
CC(=O)N(C)C[C@@H]1Oc2ncc(C#Cc3ccccc3)cc2C(=O)N([C@H](C)CO)C[C@H]1C	10	1	-9	2	0.1	-0.5	12	.
O=C(C[C@H]1C[C@H]2c3cc(NS(=O)(=O)c4ccccc4)ccc3O[C@H]2[C@H](CO)O1)NCC(F)(F)F	11	12	6	6	-0.3	0.0	7	6
